CAL PDZ FP-1 – CAL PDZ peptide-binding inhibitors, primary screen, biochemical, fluorescence polarization, Cer-tagged CAL PDZ, HTS; Golgi-associated PDZ and coiled-coil motif-containing protein (Homo sapiens), Q9HD26; purified CAL PDZ, TMR-peptide fluorescence polarization, 1 h; inhibition, % at 20 µM; 330,000 compounds, 0.02% hits; AID 504414, 2011;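 active = highest replicate inhibition of at least 40%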;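 also: plate controls were DMSO neutral control wells for no effect and unlabeled competitor peptide control wells for full effect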
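material = purified tagged CAL PDZ domain construct (CerCALP) | compound dosing = 20 µM, one dose | times = 1 h at RT | measured by = fluorescence polarization from S- and P-plane intensities, G-factor corrected | read-out = inhibition from polarization loss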
SR-BI HDL uptake – inhibitors of SR-BI mediated HDL lipid uptake, primary screen, ldlA[mSR-BI] cells, fluorescence, single point. Scavenger receptor class B member 1 (Mus musculus), Q61009. ldlA[mSR-BI] CHO cells, DiI-HDL uptake fluorescence, 3 h. inhibition, % at 12.5 µM. 320,000 compounds, 0.96% hits;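 active = mean replicate inhibition of at least 70% and a set share of replicates each scoring 70 or more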;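 also: 0% = median of neutral control wells and 100% = median of positive control wells; values of inactives mirror those of a sister screen read the other way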
Target sequence (Q61009 whole entry, looked up): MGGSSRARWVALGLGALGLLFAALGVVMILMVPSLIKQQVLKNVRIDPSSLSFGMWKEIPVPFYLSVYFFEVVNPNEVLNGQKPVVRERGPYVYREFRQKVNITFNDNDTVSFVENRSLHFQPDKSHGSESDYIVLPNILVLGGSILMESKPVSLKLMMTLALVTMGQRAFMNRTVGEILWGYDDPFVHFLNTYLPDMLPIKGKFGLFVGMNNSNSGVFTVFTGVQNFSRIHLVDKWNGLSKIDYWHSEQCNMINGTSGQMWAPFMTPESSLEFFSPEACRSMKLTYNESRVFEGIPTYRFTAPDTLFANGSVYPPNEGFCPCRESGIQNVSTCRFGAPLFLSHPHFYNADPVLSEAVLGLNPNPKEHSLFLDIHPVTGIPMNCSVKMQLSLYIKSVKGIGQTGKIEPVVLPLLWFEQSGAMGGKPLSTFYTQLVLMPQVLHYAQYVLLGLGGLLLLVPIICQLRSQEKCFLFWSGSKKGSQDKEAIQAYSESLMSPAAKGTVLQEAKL
SR-BI uptake up – activators of SR-BI mediated DiI-HDL uptake, primary screen, ldlA[mSR-BI] CHO cells, DiI fluorescence; 3 h; 100 = double the neutral-control signal; activation, % at 12.5 µM; 320,000 compounds, 0.096% hits; AID 504775, 2011;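 active = mean replicate activation of at least 60% and every replicate at or above 60%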;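 also: 0% = median plate neutral-control signal and 100% = twice that signal; values of inactives mirror those of a sister screen read the other way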
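System: CHO ldlA[mSR-BI] cells / Medium: HEPES-buffered (25 mM, pH 7.4) F12 plus 0.5% BSA / Probe or stimulus: labelled HDL, 10 µg/mL / Doses: single compound concentration, delivered by pin transfer / Schedule: 3 h, 37 °C / Measured by: DiI fluorescence, bottom read / Measure: cell-associated DiI fluorescence as measure of HDL uptake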
MITF TRPM1 HTS – activators of MITF-driven TRPM1 promoter reporter, primary screen, cell-based, SK-MEL-5, luciferase, single point | SK-MEL-5 TRPM1-promoter luciferase, 24 h; % of positive control, neutral wells = 0 | activation, % at 12.5 µM | 300,000 compounds, 0.75% hits | AID 588334, 2011;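 active = mean activation of at least 80% with every replicate also reaching 80%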;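 also: 0% = neutral control wells and 100% = parthenolide positive control wells; values of inactives mirror those of a sister screen read the other way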
phage Ecoli inh – growth loss of phage-infected E. coli, primary screen, RecBCD inhibitor project, absorbance, with phage, HTS; inhibition, % at 11.9 µM; 360,000 compounds, 0.26% hits; AID 651602, 2012; in the data active = inhibition above about 11%
CAL PDZ FP-2 – untagged CAL PDZ binding inhibitors, primary screen, biochemical, fluorescence polarization, HTS. Golgi-associated PDZ and coiled-coil motif-containing protein (Homo sapiens), Q9HD26. purified CAL PDZ, TMR-peptide fluorescence polarization, 1 h. inhibition, % at 24.9 µM. 300,000 compounds, 0.92% hits. AID 602252, 2012;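 active = mean inhibition of at least 30% with at least half of replicates also reaching 30%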;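 also: 0% = DMSO neutral control and 100% = excess unlabeled competitor peptide PRC23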
Ecoli viability – E. coli V3065 growth inhibition, primary screen, counter-screen for AddAB inhibitor project, absorbance, OD600; 18 h; inhibition, % at 11.9 µM; 330,000 compounds, 0.27% hits; AID 449728, 2010;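 active = inhibition above the campaign's mean inhibition across all tested compounds plus 3 SD, cut at about 9.9% in these data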;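 also: uninfected addAB+ strain grown without phage in ampicillin broth; 0% = DMSO wells and 100% = ciprofloxacin 0.95 µg/ml wells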
AddAB inh – growth inhibition of E. coli expressing H. pylori AddAB, primary screen, AddAB inhibitor project, absorbance | inhibition, % at 11.9 µM | 330,000 compounds, 0.29% hits | AID 435030, 2010; in the data active = inhibition above about 12%;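 also: 0% = vehicle wells of infected cells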
Wnt act – Wnt/beta-catenin pathway activators, primary screen, cell-based, plate reader, single point; Wnt/beta-catenin reporter cell assay, activator; activation, % at 9.35 µM; 300,000 compounds, 1.2% hits; AID 743398, 2014; in the data active = activation above about 30%, passing the limit was not always enough;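 also: 0% = neutral control wells and 100% = positive control wells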
Tat export inh – E. coli Tat export inhibitors, primary screen, MC4100, TorA-mCherry reporter, fluorescence, single point | 340,000 compounds, 0.036% hits | inhibition, % at 10 µM;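 active = mean replicate inhibition at least 50% and at least half of replicates individually reaching 50%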;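 also: exported cargo escapes ClpAP degradation while cytoplasmic cargo is degraded and loses fluorescence; 0% = median of neutral control wells and 100% = median of NaSCN control wells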
An asterisk follows results filed as active; · = no result given.

Preview:
SMILES	CAL PDZ FP-1	SR-BI HDL uptake	SR-BI uptake up	MITF TRPM1 HTS	phage Ecoli inh	CAL PDZ FP-2	Ecoli viability	AddAB inh	Wnt act	Tat export inh
CCC(C)NS(=O)(=O)c1cc2c3c(c1)CCN3C(=O)CC2 (centres undefined)	-1.8	-3.2	3.2	1.3	2.4	0.2	0.4	2.4	-1.7	14.4
CCOC(=O)/C(C#N)=C/c1cc2ccccc2nc1N1CCOCC1	-2.0	-2.4	2.4	-3.0	2.2	1.0	0.0	2.0	0.9	2.8

The listing (from the top)
SMILES	CAL PDZ FP-1	SR-BI HDL uptake	SR-BI uptake up	MITF TRPM1 HTS	phage Ecoli inh	CAL PDZ FP-2	Ecoli viability	AddAB inh	Wnt act	Tat export inh
CCC(C)NS(=O)(=O)c1cc2c3c(c1)CCN3C(=O)CC2 (centres undefined)	-1.8	-3.2	3.2	1.3	2.4	0.2	0.4	2.4	-1.7	14.4
CCOC(=O)/C(C#N)=C/c1cc2ccccc2nc1N1CCOCC1	-2.0	-2.4	2.4	-3.0	2.2	1.0	0.0	2.0	0.9	2.8
COCCN(CCOC)c1nc(-c2ccc(C)cc2)nc2ccccc12	0.2	32.9	-32.8	3.8	1.6	-0.9	1.1	-0.5	-1.0	10.8
O=C1CSC(c2ccccc2)N1CC12CC3CC(CC(O)(C3)C1)C2 (centres undefined)	-3.6	-5.1	5.1	·	-0.3	-1.2	-0.9	2.6	-4.6	-1.5
Cc1[nH]c(C)c(S(=O)(=O)Nc2ccc(F)cc2Cl)c1C(=O)N1CCCC1	-0.7	-7.8	7.8	2.7	2.3	-6.7	-1.7	2.9	-0.2	3.7
Cc1ccc2nc(SCC(=O)Nc3ccccc3F)nc(=O)n2c1	-1.7	-17.1	17.1	7.7	3.0	6.2	0.9	1.4	9.3	-4.1
COc1cc(CCC(=O)N2CCN(c3cccc(C)c3C)CC2)cc(OC)c1OC	-3.9	32.4	-32.4	-1.7	0.6	-1.3	0.5	-0.4	1.1	-13.1
Cc1ccc(C)c(NC(=S)N2CCN(Cc3ccccc3)CC2)c1	-2.1	7.3	-7.3	-1.6	2.8	-3.9	0.3	-1.2	-5.8	-1.8
C=CCn1c(SCC(=O)NC2CCCCC2)nnc1-c1ccccn1	0.2	-8.0	8.0	5.8	1.2	122.3*	-0.4	1.8	-0.6	2.9
Cc1ccc(-c2nn(-c3ccccc3)cc2/C=C(\C#N)C(=O)NCc2ccccc2)cc1	0.6	38.1	-38.1	8.5	2.9	-2.7	-0.2	2.0	·	15.5
CCSC(=S)Nc1c(C)n(C)n(-c2ccccc2)c1=O	0.3	-14.8	14.8	-2.9	4.6	-1.6	1.3	2.9	-11.3	-3.0
O=C1c2[nH]nc(-c3ccccc3O)c2C(c2cccc(Cl)c2)N1CC1CCCO1 (centres undefined)	-1.2	17.4	-17.4	-2.9	2.8	-2.1	-1.7	-1.2	-3.9	23.9
O=C(CNC(=O)c1ccc(Br)o1)NC12CC3CC(CC(C3)C1)C2	-3.4	3.6	-3.6	12.0	4.3	-5.1	-0.6	0.9	-2.5	5.1
COc1ccc(C(=O)Nc2cccc(NC(C)=O)c2)cc1OC	-0.3	10.9	-10.9	10.3	2.6	-2.2	2.8	4.9	3.7	0.7
OCCC1CN(Cc2ccc3cc(Cl)ccc3n2)CCN1Cc1ccsc1 (centres undefined)	-0.5	-12.4	12.4	-8.2	2.0	72.4*	-1.2	1.5	-1.5	-2.5
CCOC(=O)c1cnn(-c2nc3c(C)cccc3s2)c1C(F)(F)F	-0.7	9.7	-9.7	-2.5	2.3	-1.6	0.1	3.8	-1.2	7.2
CCN(CC)CCNC(=S)Nc1ccc2nc(N3CCOCC3)cc(C)c2c1	0.1	23.8	-23.8	-7.6	2.8	-1.3	1.4	-1.6	4.1	1.1
COc1ccccc1N1CCN(CC(O)c2ccc3cc[nH]c3c2)CC1 (centres undefined)	-1.2	-10.0	10.0	·	1.8	·	-3.7	-2.7	-4.5	5.9
CN(C)CCCOC(=O)CCc1ccccc1	-1.0	-8.5	8.5	0.3	-1.4	-3.0	-1.9	2.7	-2.0	-3.3
CCOc1cccc2cc(C(=O)Nc3nccs3)c(=O)oc12	·	-10.5	10.5	·	1.1	0.3	-2.2	3.9	1.4	-8.8
O=C(C[C@@H]1C/C=C\C[C@@H](NC(=O)OCC2c3ccccc3-c3ccccc32)C(=O)OC[C@@H](Cc2ccccc2)NC1=O)NCCO	0.0	57.2	-57.2	7.0	-1.3	1.7	-1.2	0.6	-3.4	12.5
CCOC(Cn1c(CCCO)nc2ccccc21)OCC	0.9	27.0	-27.0	·	3.3	-1.0	-0.5	-0.3	·	-2.5
CCS(=O)(=O)NCc1csc(C)n1	0.8	-31.0	31.0	-1.4	1.7	0.5	1.6	-1.1	·	-1.2
O=C(O)CCCCCNC(=O)c1ccccc1	-0.9	-20.6	20.6	·	-0.9	1.5	-0.6	0.1	-5.8	-8.3
CC(C)=NNc1nc2c(c(=O)n(C)c(=O)n2C)n1CCc1ccccc1	-1.5	18.0	-18.0	-7.9	1.1	-0.6	0.0	-2.0	-1.3	-0.8
Cc1ccnc(NS(=O)(=O)c2ccc(N=CC3=C(O)CC(C)(C)CC3=O)cc2)n1	0.5	-10.3	10.3	-5.5	8.9	0.1	1.6	9.1	-1.4	-12.6
COc1ccc(COc2ccccc2C(=O)NCc2ccccc2)cc1F	-2.1	14.6	-14.6	-32.8	-0.1	4.6	-1.8	0.2	-11.3	-5.9
Cc1cc(NC(=O)CSCC(=O)Nc2cc(C(F)(F)F)ccc2N2CCCC2)no1	0.0	7.6	-7.6	-2.0	4.1	·	-2.9	2.0	1.3	-1.3
Cc1cccc(C)c1NC(=O)CSCCO	0.7	-5.8	5.8	4.9	-1.3	-1.6	-0.1	2.0	-1.0	-9.7
O=C(NCCCN1CCCC1=O)C1CCN(S(=O)(=O)c2cccc(Cl)c2Cl)CC1	-1.3	-7.9	7.9	7.2	-0.5	3.3	0.5	1.3	3.7	-2.6
O=C(O)CSCC(=O)Nc1ccc(C2CCCCC2)cc1	-1.7	9.8	-9.8	-73.8	3.8	·	2.2	1.9	·	-10.9
CCS(=O)(=O)N1CCN(C2Cc3ccccc3C2)CC1	-0.6	-5.7	5.7	-0.9	1.6	-6.0	1.3	0.7	-1.5	14.9
CC(=O)Nc1ccc(S(=O)(=O)NCCSCc2ccco2)cc1	-1.0	-1.0	1.0	-9.6	-2.4	-7.3	0.4	1.3	-3.3	1.3
COc1ccccc1OCCSc1nc(N)cc(N)n1	-3.2	-17.7	17.7	·	2.5	-1.7	-0.9	3.0	15.4	2.3
Cc1ccc(Cn2nc(C)c3cc(C(=O)OCC(N)=O)sc32)cc1	-0.2	-2.6	2.6	0.3	-0.1	0.6	-0.8	0.2	-2.4	-6.1
O=C1c2ccccc2C(O)N1Cc1ccccc1 (centres undefined)	-0.8	-17.8	17.8	-11.1	3.8	0.3	1.0	4.3	-1.7	-5.2
CC(=O)c1nn(-c2cccc(C)c2)cc1C(=O)c1cccc(Br)c1	0.2	45.9	-45.9	·	-1.5	·	0.0	1.1	0.3	8.7
CCN(C(=O)Cn1cc(C(=O)C(=O)N2CCOCC2)c2ccccc21)c1ccccc1	-2.1	-20.4	20.4	-1.8	0.4	-6.9	1.0	2.3	-1.7	0.6
COc1ccc(NC(=O)COC(=O)c2ncc(Cl)c(Cl)c2Cl)c(OC)c1	-1.7	-33.1	33.1	-13.6	2.8	-1.9	1.1	0.9	·	0.3
Cc1ccc(/C(O)=C2\C(=O)C(=O)N(c3cc(C)on3)C2c2cccc(Br)c2)cc1 (centres undefined)	-0.2	-10.0	10.0	2.2	1.1	-2.4	1.9	0.3	·	-6.4
O=C(Cc1ccccc1)Nc1cc([N+](=O)[O-])ccc1N1CCOCC1	-1.0	2.4	-2.4	-8.2	3.4	-7.1	2.3	2.2	-0.1	3.9
CN=c1sc(C(=O)Nc2ccccc2)c(C)n1C	1.0	-2.4	2.4	-15.9	4.5	-5.1	0.1	5.2	0.5	-11.9
C=CCOc1cccc(C(=O)N2CCCC(Nc3ccc(F)cc3)C2)c1 (centres undefined)	1.5	6.8	-6.8	-1.8	2.0	-4.9	-0.6	-0.6	0.9	11.5
NC(=O)CCCn1c(C(=O)c2cc(Cl)c(N)c(Cl)c2)c2ccc(C(F)(F)F)cc2[n+]1[O-]	-2.8	3.8	-3.8	-3.1	0.2	-1.0	1.2	3.2	-5.3	6.3
CCn1c(SCC(=O)N2CCCCC2C)nnc1-c1ccco1 (centres undefined)	-1.8	·	·	·	0.4	2.6	-0.6	2.9	0.0	-13.7
COc1ccc(-c2cnnc(N/N=C/c3ccc(-c4ccc([N+](=O)[O-])cc4)o3)n2)cc1	-2.0	36.6	-36.6	-55.6	2.2	-4.8	·	·	-2.0	1.2
C/C(=N\N(c1ccccc1)c1ccccc1)c1ccc(O)cc1	-0.9	·	·	-8.4	-0.8	-1.7	-0.1	2.2	-1.3	-0.3
CCOC(=O)c1nnn(CC(=O)N2N=C(c3ccc(Cl)cc3)CC2c2ccccc2)c1C(=O)OCC (centres undefined)	-0.1	57.8	-57.8	1.3	-0.8	-2.4	-1.9	-1.5	-4.8	-0.7
Cn1ncc(Br)c1C(=O)N/N=C/c1cccc(OC2CSC2)c1	-0.6	24.4	-24.4	-4.1	2.6	-5.5	0.0	1.8	-2.1	5.3
CCOC(=O)CSC1=NC(=O)CS1	-2.5	-0.1	0.1	-29.6	1.3	-0.4	0.4	0.7	-5.7	-14.5
COC(=O)N/N=C(\C)c1ccccc1Br	-0.4	-11.6	11.6	0.8	1.6	2.6	-1.7	2.0	-5.9	-3.9
NS(=O)(=O)c1ccc(CCNC(=O)C2CCCN2S(=O)(=O)c2cccc3nsnc23)cc1 (centres undefined)	-2.3	-7.7	7.7	-3.2	-0.7	-4.4	1.4	3.5	0.0	-1.4
C=CCNC(=O)C1(S(=O)(=O)c2ccccc2)CC=CC1	1.5	-29.1	29.1	3.3	1.4	0.5	0.9	-1.6	-0.8	4.8
Cc1cc(NS(=O)(=O)c2ccc(OCCNS(C)(=O)=O)cc2)no1	0.8	2.9	-2.9	1.3	1.9	-3.9	8.3	8.6	-2.0	-0.1
O=C(c1cc(-c2ccc(Cl)c(Cl)c2)on1)N1CCCCC1	-1.0	-0.4	0.4	103.5*	4.7	·	1.6	2.2	·	-8.2

Compound activity (PubChem)
